S-ASM inh – Inhibitors of Secretory Acid Sphingomyelinase (S-ASM): qHTS. Sphingomyelin phosphodiesterase (Homo sapiens), P17405. placental ASM, HMU-PC fluorogenic substrate, 60 min. Potency, µM (top dose mostly 57.5 µM), for the others: top-dose activity change, negative = inhibition, most hits filed as inhibitors. 340,000 tested, 0.006% active. AID 504937, 2011; also: potency is read from the fitted curve at half-maximal effect
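Human placenta-derived ASM enzyme was preincubated with compound for 10 minutes at room temperature, then given fluorogenic substrate HMU-PC0 (9 uM final) for 60 minutes at 37 °C; a pH 10 stop preceded fluorescence reading at Ex 386/Em 447 nm.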
TSHR antagonist – Antagonists of the Thyroid Stimulating Hormone Receptor: HTS campaign. Thyrotropin receptor (Homo sapiens), P16473. TSHR-expressing cells, TSH-stimulated cAMP HTRF, 2 h; active compounds read low. activity change, negative = inhibition, % at 11.5 µM. 330,000 tested, 0.2% active. AID 504810, 2011;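 active = activity change below a set negative limit, meaning inhibition stronger than a set level, cut at about -70% in these data; inconclusive = activity change between two set negative limits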; also: % is scaled to controls: 0 for no effect and ±100 for the full control effect
Target sequence (P16473 whole entry, looked up): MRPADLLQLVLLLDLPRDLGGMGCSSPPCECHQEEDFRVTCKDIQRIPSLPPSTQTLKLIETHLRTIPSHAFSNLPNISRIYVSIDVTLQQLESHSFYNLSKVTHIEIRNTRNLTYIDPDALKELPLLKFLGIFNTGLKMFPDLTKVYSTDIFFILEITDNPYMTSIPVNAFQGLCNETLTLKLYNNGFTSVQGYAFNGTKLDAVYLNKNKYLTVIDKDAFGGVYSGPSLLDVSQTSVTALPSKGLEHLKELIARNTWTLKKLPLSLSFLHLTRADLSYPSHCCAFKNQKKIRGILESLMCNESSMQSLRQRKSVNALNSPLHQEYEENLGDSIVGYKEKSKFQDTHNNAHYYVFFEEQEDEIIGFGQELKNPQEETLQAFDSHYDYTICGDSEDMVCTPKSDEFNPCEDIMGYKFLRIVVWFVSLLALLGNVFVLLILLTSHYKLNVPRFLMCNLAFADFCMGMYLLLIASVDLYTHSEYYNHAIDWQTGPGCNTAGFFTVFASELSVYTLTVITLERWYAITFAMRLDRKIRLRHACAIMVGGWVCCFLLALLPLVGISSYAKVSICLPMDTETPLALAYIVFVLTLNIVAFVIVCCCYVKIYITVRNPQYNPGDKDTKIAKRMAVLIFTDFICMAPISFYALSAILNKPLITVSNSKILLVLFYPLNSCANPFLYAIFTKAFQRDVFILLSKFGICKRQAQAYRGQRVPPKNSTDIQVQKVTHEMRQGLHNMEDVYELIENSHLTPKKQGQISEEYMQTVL
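Cell-based HTRF cAMP assay; TSHR cells + compound, TSH EC80 (4nM final), 2 h, 37 deg C. Lysis with anti-cAMP cryptate and cAMP-d2, 30 min RT, read 665/620 nm.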
A-T KAP1 phos – qHTS Assay for Identifying a Potential Treatment of Ataxia-Telangiectasia | […] A-T fibroblasts, KAP-1 phosphorylation AlphaLISA; neocarzinostatin DNA damage 30 min before lysis | AID 485349, 2010 | 320,000 tested, 0.19% active | Potency, µM (series often up to 57.5 µM), for inactives: top-dose activation, actives largely listed as activators; also: potency is read from the fitted curve at half-maximal effect; % of control where 0% means no effect; nearly all actives have a fitted effect of over 45% in size
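hTERT-immortalized A-T patient fibroblasts ([…]), 500 cells/well in OPTI-MEM, 1% FBS, got compounds for 60 min, then NCS for 30 min at 37C. Lysates were then assayed for phospho-KAP-1 by AlphaLISA (anti-pKAP1 donor, anti-KAP1 acceptor beads), 6 hr at 25C.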
TSG101-PTAP inh – qHTS Assay for Iinhibitors of HIV-1 Budding by Blocking the Interaction of PTAP/TSG101; Fluorescence polarization, FITC-PTAP peptide / Tsg101 binding; 340,000 tested, under 10 active; AID 493005, 2010; Potency, µM (titrated, usually from 115 µM), for inactives: top-dose activity change, negative = inhibition, hits mostly inhibitors; Tumor susceptibility gene 101 protein (Homo sapiens), Q99816; active = well fitted inhibition curve with a large enough effect in the main read-out, with a control signal flat, not every such curve was filed as active; inconclusive = small, poorly fitted or top-dose-only effect, or effect the other way, or a change in a side signal; inactive = no such curve, though single readings can be large or run the other way; also: potency is read from the fitted curve at half-maximal effect; % of control where 0% means no effect
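FP read-out: FITC-PTAP peptide, 50 nM final, binding Tsg101 binding domain, 10 uM final; 20 min, r.t.; 10 mM HEPES pH 7.5, 0.15 M NaCl, 0.01% Tween 20, 3 mM EDTA, 0.1 mM TCEP.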
TCR activator – Activators of T cell receptors: qHTS campaign. Potency, µM (titrated, usually from 9.22 µM), inactives show top-dose activation of IL-2 secretion, actives largely listed as activators. 330,000 tested, under 10 active. primary human leukocytes, anti-CD3, IL-2 HTRF, 48 h; also: % of control where 0% means no effect
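Compounds are tested in HTS on primary human leukocytes co-incubated with a-CD3 beads for 48 hr. IL-2 output is measured by time-resolved FRET.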
Menin MLL FP TR – qHTS Assay for Inhibitors Targeting the Menin-MLL Interaction in MLL Related Leukemias: Competition With Texas Red Labeled MLL-derived Mutant Peptide | Potency, µM (series often up to 61.6 µM), for inactives: at the highest dose FP activity change, negative = inhibition, actives largely listed as inhibitors | AID 1768, 2009 | O00255 | 270,000 tested, 0.23% active | Menin + Texas Red MLL mutant peptide, fluorescence polarization; active = well fitted inhibition curve with a large enough effect in the polarisation, with a control signal flat, not every such curve was filed as active; inconclusive = small, poorly fitted or top-dose-only effect, or effect the other way, or a change in a side signal; inactive = no such curve, though single readings can be large or run the other way; the % refers to the polarisation; also: potency is read from the fitted curve at half-maximal effect; % of control where 0% means no effect; many of its hits are not listed in these tables
CXXC DNA block – qHTS Fluorescence Polarization Assay for Inhibitors of MLL CXXC domain - DNA interaction; Histone-lysine N-methyltransferase 2A (Homo sapiens), Q03164; MLL-CXXC / FITC-HOXA9 DNA fluorescence polarization; Potency, µM (highest dose often 115 µM), inactives show top-dose activity change, negative = inhibition, usual class: inhibitors; 290,000 tested, 0.037% active; active = well fitted inhibition curve with a large enough effect in the polarisation, with a control signal flat, not every such curve was filed as active; inconclusive = small, poorly fitted or top-dose-only effect, or effect the other way, or a change in a side signal; inactive = no such curve, though single readings can be large or run the other way; the % refers to the polarisation; also: potency is read from the fitted curve at half-maximal effect
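Purified MLL-CXXC (added from a 7 uM solution) was preincubated 5 min at ambient with pinned compounds in 50 mM Tris-HCl pH 7.5, 50 mM NaCl, 1 mM DTT, 0.05% BSA. Fluorescein-labeled HOX-A9 DNA (50 nM solution) followed, 30 min, then polarization read.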
a7 integrin act – qHTS for Activators of Integrin-Mediated Alleviation for Muscular Dystrophy | alpha7betagal myoblasts, beta-gal FDG fluorescence, 48 h | Potency, µM (top dose mostly 38.3 µM), for the others: at the highest dose activation, usual class: activators | 350,000 tested, 0.064% active;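 also: potency is read from the fitted curve at half-maximal effect; 100% = response of the positive control SU9516; nearly all actives have a fitted effect of over 60% in size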
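alpha7betagal+/- myoblasts (passage 13, 250/well) treated 48 h at 37C with compounds at 1:260 dilution of DMSO stock. Lysed, then beta-galactosidase activity read as FDG fluorescence (ex 480/em 540) after 30 min, with pre-read for autofluorescence.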
Mito fusion yeast – qHTS Assay for Small Molecule Inhibitors of Mitochondrial Division or Activators of Mitochondrial Fusion; S. cerevisiae fusion-defective mutant growth rescue, CellTiterGlo 48 h; Potency, µM (top dose mostly 46.1 µM), for inactives: at the top dose growth rescue (activation), hits mostly activators; 320,000 tested, 0.23% active;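 also: potency is read from the fitted curve at half-maximal effect; % of control where 0% means no effect; nearly all actives have a fitted effect of over 45% in size; temperature-sensitive fusion mutants such as fzo1-1 at 37 °C on non-fermentable ethanol glycerol medium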
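Compounds are tested for their ability to restore growth of mitochondrial fusion-defective yeast strains at non-permissive 37C in YPEG medium over 48 hours. Viability is quantified by luciferase luminescence.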
MBNL1 CUG block – qHTS Assay for Inhibitors of MBNL1-poly(CUG) RNA binding. TR-FRET MBNL1-His/biotin-(CUG)12 binding, 665/545 ratio. Potency, µM (doses to about 57.5 µM), inactives show at the top dose activity change, negative = inhibition, hits mostly inhibitors. 280,000 tested, 0.036% active. AID 2675, 2010; active = well fitted inhibition curve with a large enough effect in the signal ratio, with a control signal flat, not every such curve was filed as active; inconclusive = small, poorly fitted or top-dose-only effect, or effect the other way, or a change in a side signal; inactive = no such curve, though single readings can be large or run the other way; the % refers to the signal ratio; also: potency is read from the fitted curve at half-maximal effect; % is scaled to controls: 0 for no effect and ±100 for the full control effect
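Compound titration spanned 92 nM–58 uM against the MBNL1-His/biotin-(CUG)12 complex. After 60 min at room temperature with 5 nM streptavidin-XL665 and 0.055 ng/ul terbium anti-His, ratiometric 665/545 nm emission (Ex 340 nm) normalized to controls.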
* marks the source's active call; other numbers are inactive results; ? = inconclusive; / = no result given; & = joins results of further samples; [ ] = another dose, or the depositor's remark. Unless noted, calls follow the shape of the dose curve; as a rule, active = well fitted curve in the direction sought with a large enough effect; inconclusive = small, poorly fitted or top-dose-only effect, or another doubt; inactive = no such curve, though single readings can be large; an effect the other way counts as inactive or inconclusive.

canonical_smiles	S-ASM inh	TSHR antagonist	A-T KAP1 phos	TSG101-PTAP inh	TCR activator	Menin MLL FP TR	CXXC DNA block	a7 integrin act	Mito fusion yeast	MBNL1 CUG block
Cc1csc(NC(=O)CSc2ncnc3c2cnn3-c2ccccc2Cl)n1	-8%	-9	4%	0%	8%	3%	14%	-58%[inhibitor]	4%	?
COc1cc2c(cc1OC)CN(C(=O)/C=C/c1cccs1)CC2	1%	-5	-11%	-2%	-7%	/	1%	-18%	3%	11%
O=C1CCN(S(=O)(=O)c2ccccc2)CCN1CCOCc1cccc(F)c1	-3%	8	-5%	-1%	3%	/	-3%	-9%	7%	0%
CCOC(=O)Cc1csc(NC(=O)/C=C\c2ccccc2Cl)n1	-1%	-5	9%[11.5 µM]	2%	0%	?	13%	-5%	0%	13%
CC(/C=N/Nc1nncc(=O)[nH]1)=C\c1ccccc1	5%	-9	-1%	-2%	7%[46.1 µM]	-2%	9%	-15%	6%	7%
COc1ccc(-c2ccc(SCC(=O)c3cccs3)nn2)cc1OC	-5%	-8	1%	-1%	6%	45%[activator]	24%	-14%	1%	5%
CN(C)S(=O)(=O)c1ccc(C(=O)Oc2cc(=O)[nH]c3ccccc23)cc1	0%	-10	8%	-2%	-2%	-11%	-6%	-6%	4%	12%
O=C(NCc1ccco1)C(C(=O)c1ccccc1)n1ccccc1=O (centres undefined)	-3%	-7	3%	-4%	-3%	-4%	-3%	?	-4%	-3%
COc1cccc(C(=O)NCCSc2c(C)[nH]c3ccccc23)c1OC	-7%	1	-5%	-8%	3%	/	-5%	-15%	6%	0%
Brc1cccc(C2CC(c3ccccc3)n3nnnc3N2)c1 (centres undefined)	-10%	-8	5%	0%	2%	-4%	-3%	11%	4%	1%
COc1ccc(C(=O)O)cc1S(=O)(=O)Nc1cccc(C)c1	9%	13	-5%	-1%	-1%	16%	1%	14%	4%	1%
Cc1ccc(Cl)c(NC(=O)COC(=O)c2ccccc2C(=O)c2ccc(Cl)c([N+](=O)[O-])c2)c1Cl	2%	-23	-1%	-4%	-2%[46.1 µM]	-3%	4%	-67%[inhibitor]	0%	?

Remaining list, next part
canonical_smiles	S-ASM inh	TSHR antagonist	A-T KAP1 phos	TSG101-PTAP inh	TCR activator	Menin MLL FP TR	CXXC DNA block	a7 integrin act	Mito fusion yeast	MBNL1 CUG block
CN1CCN(c2oc(-c3ccccc3)nc2S(=O)(=O)c2ccccc2)CC1	2%	-6	3%	-4%	-1%[46.1 µM]	/	/	-3%	/	/
COC(=O)c1sc(Nc2ccccc2)nc1C	-6%	-5	3%	0%	/	6%	-7%	11%	-2%	1%
OCCN(/C=N/c1nc(-c2ccc(Br)cc2)cs1)CCO	0%	-11	2%	-1%	4%	1%	-2%	42%	9%	?
Cc1cccc(OCC(=O)NC(=S)N2CCCc3ccccc32)c1	6%	-10	-4%	-3%	2%	?	8%	-43%[inhibitor]	14%	1%
Cc1ccc(N2CC(C(=O)OCC(=O)c3ccc([N+](=O)[O-])cc3)CC2=O)cc1 (centres undefined)	5%	-1	-6%	-3%	0%	7%	-4%	-13%	-1%	?
O=C(Cc1nn[nH]n1)Nc1cc(Cl)cc(Cl)c1	8%	7	0%	-4%	-1%	25%	-1%	-7%	7%	-3%
COc1ccccc1-n1c2nc3ccccc3nc2c2c(=O)n(-c3cc(C)cc(C)c3)cnc21	74%[activator]	-15	/	1%	1%	2%	1%	12%	3%	/
COc1ccc(CCNC(=O)c2ccc(CNS(=O)(=O)c3cccc(Cl)c3)cc2)cc1OC	-4%	32	2%	-3%	0%[46.1 µM]	7%	-4%	-9%	10%	?
C=CCn1c(-c2c(C)nc3cc(C)ccn23)n[nH]c1=S	8%	-1	8%	-3%	1%[46.1 µM]	-12%	0%	18%	2%	-12%
CN1C(=O)/C(=C/c2cn(CC(=O)NCc3ccco3)c3ccccc23)NC1=S	/	3	-3%	/	/	?	3%	/	-8%	?
CC1CCN(Cc2nc3c(c(=O)n(C)c(=O)n3C)n2CCCc2ccccc2)CC1	3%	-5	2%	-5%	-3%	-12%	2%	0%	1%	-2%
COc1cccc(CC(=O)OCc2csc(CC(=O)Nc3ccccc3C)n2)c1	6%	-5	6%	-4%	/	/	/	11%	4%	/

A second format for 3 compounds above:
Sequence of screens: S-ASM inh | TSHR antagonist | A-T KAP1 phos | TSG101-PTAP inh | TCR activator | Menin MLL FP TR | CXXC DNA block | a7 integrin act | Mito fusion yeast | MBNL1 CUG block
Cc1csc(NC(=O)CSc2ncnc3c2cnn3-c2ccccc2Cl)n1
→ -8% | -9 | 4% | 0% | 8% | 3% | 14% | -58%[inhibitor] | 4% | ?
COc1cc2c(cc1OC)CN(C(=O)/C=C/c1cccs1)CC2
→ 1% | -5 | -11% | -2% | -7% | / | 1% | -18% | 3% | 11%
O=C1CCN(S(=O)(=O)c2ccccc2)CCN1CCOCc1cccc(F)c1
→ -3% | 8 | -5% | -1% | 3% | / | -3% | -9% | 7% | 0%

(continued)
canonical_smiles	S-ASM inh	TSHR antagonist	A-T KAP1 phos	TSG101-PTAP inh	TCR activator	Menin MLL FP TR	CXXC DNA block	a7 integrin act	Mito fusion yeast	MBNL1 CUG block
CSCCCNC(=S)Nc1ccc(N2CCOCC2)cc1	0%	0	-2%	-2%	-4%	9%	5%	19%	-8%	-1%
O=C(COc1ccc(Br)cc1)NCCNC(=O)c1cccnc1	2%	10	1%	-1%	-4%	0%	7%	18%	0%	6%
Cc1nn(S(=O)(=O)N2CCOCC2)c(C)c1Br	0%	-7	2%	0%	3%	-18%	?	-13%	1%	-9%
O=C1C2C3c4ccccc4C(c4ccccc43)C2C(=O)N1Cc1ccccn1 (centres undefined)	-1%	-3	1%	-3%	5%	-13%	7%	12%	1%	-2%
COc1cc(/C=C2\SC(=O)NC2=O)ccc1OCC(=O)N1CCOCC1	3%	-11	29%	-2%	-2%	/	/	5%	/	/
O=C(COC(=O)CCc1ccc(S(=O)(=O)N2CCOCC2)cc1)Nc1ccc(Cl)cn1	-1%	0&-5	-1%	0%	4%	0%&40%	0%&13%	-11%	2%&-1%	-7%&9%
O=C(Cn1cc(C(F)(F)F)ccc1=O)N1CCN(S(=O)(=O)c2ccccc2)CC1	-1%	0	4%	-13%	/	-12%	2%	10%	-1%	-4%
N#Cc1c(-c2ccccc2)ccnc1N1CCOCC1	63%[activator]	-3	-1%	-1%	14%	10%	-2%	20%	1%	-1%
CCCNC(=O)NC(=O)CSc1nc2ccccc2n1CC(C)C	-1%	-15	6%	-6%	0%	?	-1%	-32%	-1%	-9%
COc1ccc(/C=C/C(=O)NC(=S)NNC(=O)c2cccnc2)cc1	-3%	-3	-1%	0%	-4%[46.1 µM]	6%	-11%	10%	-8%	/
COc1ccc(C(CNC(=O)c2cccc(NS(=O)(=O)c3ccc(Br)cc3)c2)N(C)C)cc1 (centres undefined)	0%	6	2%	-6%	-10%	/	/	12%	0%	/
Brc1c(CSc2nncn2-c2ccccc2)nc2ncccn12	120%[activator]	17	/	-1%	-9%	2%	11%	-4%	1%	10%
CCOc1cc(C(=S)N2CCCC2)ccc1OCC(=O)Nc1c(C)cc(C)cc1C	-3%	-4	4%	0%	-2%[46.1 µM]	-2%	3%	-24%	0%	6%
CC(Sc1nnc(-c2ccc(C(C)(C)C)cc2)n1C)C(N)=O (centres undefined)	-3%	-6	0%	-3%	14%	-3%	7%	0%	-2%	1%
CC(=O)Nc1ccc(NC(=O)C2CCCN2C(=O)Nc2ccc(F)c([N+](=O)[O-])c2)cc1 (centres undefined)	-1%	-2	2%	0%	-5%	9%	5%	8%	7%	?

Not all compounds are listed (hit frequency here may not be typical).
